High-throughput results (PubChem)
DAX1 inh-1 – DAX1 (NR0B1) inhibition, primary screen. 1.1% of 370,000 active. AID 652010. HEK293T StAR-luciferase reporter, SF-1/DAX-1 repression relief. inhibition, % at 6.8 µM;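 active means inhibition above the mean over all tested compounds plus 3 SD, cut at about 3.6% in these data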;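 further: 0% = DAX-1 cells with DMSO and 100% = cells lacking DAX-1 with DMSO; higher inhibition means more luminescence from relief of DAX-1 repression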
GC-A act – GC-A (human) enzyme activation; HEK293 GC-A cells, cGMP TR-FRET, EC30 ANP; 0% at EC30 ANP, 100% saturating ANP; P16066; 0.14% of 370,000 active; activation, % at 10 µM; in the data active means activation above about 40%
hgDAF-12 ag – agonists of H. glycines DAF-12 nuclear receptor; HEK293 GAL4-hgDAF12 UAS-luciferase reporter, agonist luminescence; normalized to butyrate control; activation, % at 6.8 µM; 1.8% of 370,000 active; AID 687014;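 active means activation above a cutoff set at the mean of all screened compounds plus 3 SD, cut at about 10% in these data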;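 further: 0% = DMSO wells and 100% = sodium butyrate wells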
hcDAF12 agonist – activates DAF-12 receptor from parasite H. contortus | HEK293 hcDAF-12 lit1-tk-luc reporter, luminescence; 0% DMSO, 100% Δ7-dafachronic acid | activation, % at 6.8 µM | 1.4% of 370,000 active;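 active means activation above the mean of all tested compounds plus 3 SD, cut at about 5.5% in these data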;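 further: 100% = response to 3 µM Δ7-dafachronic acid high control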
PG9 Ab binder – binds the HIV-1 gp120 antibody PG9 | TR-FRET gp120-PG9 antibody binding | inhibition, % at 6.7 µM | 0.43% of 360,000 active; in the data active means inhibition above about 8.5%
SMARCA2 activ – SMARCA2 function activation, primary screen; activation, % at 9.1 µM; AID 652017; 1% of 370,000 active; MG213 cells, MMTV-luciferase reporter, dexamethasone, overnight; in the data active means activation above about 7.8%;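 further: 0% = vehicle wells and 100% = reference activator wells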
ADAM10 inh – ADAM10 inhibition, QFRET primary screen; 0.62% of 370,000 active; O14672; inhibition, % at 7 µM; recombinant ADAM10, EDANS/DABCYL FRET peptide cleavage, 3 h;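 active means inhibition above a per-campaign cutoff equal to the mean of compounds falling between control-based bounds plus 3 SD, cut at about 20% in these data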;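 further: 0% = DMSO wells while the 100% control is not disclosed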
FXN GAA850 act – activators of GAA850 frataxin (FXN) promoter; HEK293 lucGAA850 FXN promoter luciferase reporter, 24 h; percent of 10 µM SAHA response; 0.56% of 360,000 active; AID 540364; activation, % at 6 µM;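 active means activation above the average of all compounds screened plus 3 SD, cutoff fixed separately per campaign, cut at about 7.5% in these data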;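 further: 0% = DMSO wells and 100% = 10 µM SAHA wells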
DAX1 inh-2 – inhibits human nuclear receptor DAX1. P51843. HEK293 Gal4-DAX1 luciferase reporter, luminescence. inhibition, % at 6.75 µM. 0.99% of 340,000 active. AID 504766;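 active means inhibition above the mean over all tested compounds plus 3 SD, cut at about 4.2% in these data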;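 further: 0% = DAX1-transfected cells with DMSO and 100% = empty-vector control cells with DMSO; inhibition shows as a rise in luminescence from relieved DAX1 repression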
Target sequence (P51843 207-470 limits assumed): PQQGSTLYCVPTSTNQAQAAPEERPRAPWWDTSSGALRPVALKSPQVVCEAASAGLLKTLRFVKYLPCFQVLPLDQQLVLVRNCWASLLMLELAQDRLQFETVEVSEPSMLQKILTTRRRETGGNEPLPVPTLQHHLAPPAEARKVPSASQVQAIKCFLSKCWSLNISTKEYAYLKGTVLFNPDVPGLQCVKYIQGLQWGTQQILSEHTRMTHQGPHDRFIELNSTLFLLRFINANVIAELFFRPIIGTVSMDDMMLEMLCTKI
ssDAF-12 act – S. stercoralis DAF-12 activation, primary screen; HEK293 ssDAF-12/GRIP1 lit1-tk-luc reporter, luminescence; % of 3 µM dafachronic acid response; activation, % at 6.8 µM; 1% of 370,000 active;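 active means activation above the mean over all tested compounds plus 3 SD, cut at about 0.9% in these data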;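 further: 0% = DMSO-only wells and 100% = 3 µM delta7-dafachronic acid wells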
ADAM17 inh – ADAM17 inhibition, QFRET primary screen | inhibition, % at 6.95 µM | 0.83% of 370,000 active | P78536 | AID 720648 | recombinant ADAM17, EDANS/DABCYL FRET peptide cleavage;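 active means inhibition above the mean of compounds lying between control limits plus 3 SD, set per campaign, cut at about 8.5% in these data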;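 further: 0% = DMSO-only wells as the low control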
Target sequence (P78536 215-824 limits assumed): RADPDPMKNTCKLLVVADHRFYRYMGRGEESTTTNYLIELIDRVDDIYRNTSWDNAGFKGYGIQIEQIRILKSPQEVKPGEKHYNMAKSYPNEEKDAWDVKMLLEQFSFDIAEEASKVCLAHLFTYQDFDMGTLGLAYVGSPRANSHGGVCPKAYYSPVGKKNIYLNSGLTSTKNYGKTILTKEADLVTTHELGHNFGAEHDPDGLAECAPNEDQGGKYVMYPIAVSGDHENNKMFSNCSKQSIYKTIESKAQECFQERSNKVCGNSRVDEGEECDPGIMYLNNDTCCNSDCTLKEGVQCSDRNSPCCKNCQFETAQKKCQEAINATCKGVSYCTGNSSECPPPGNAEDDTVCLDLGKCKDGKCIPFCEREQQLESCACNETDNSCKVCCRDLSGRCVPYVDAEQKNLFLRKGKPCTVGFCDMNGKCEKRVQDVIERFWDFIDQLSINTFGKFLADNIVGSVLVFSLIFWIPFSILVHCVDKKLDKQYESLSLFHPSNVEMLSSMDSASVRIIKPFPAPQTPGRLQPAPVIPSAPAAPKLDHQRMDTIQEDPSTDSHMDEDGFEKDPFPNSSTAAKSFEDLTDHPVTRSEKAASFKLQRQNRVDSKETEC
* = called active by the depositor; · = not tested or not shown. Rows are unselected (roughly 6.8% active in at least one column).

SMILES | DAX1 inh-1 | GC-A act | hgDAF-12 ag | hcDAF12 agonist | PG9 Ab binder | SMARCA2 activ | ADAM10 inh | FXN GAA850 act | DAX1 inh-2 | ssDAF-12 act | ADAM17 inh
CC1=CC(C)C2C(=O)N(CCCN(C)C)C(=O)C2C1 (stereo not given) | -0.3 | 4 | 0.9 | 0.3 | -1.8 | 2 | -2 | 1.1 | -0.1 | -0.9 | -3
CCC(=O)OCc1c(C(F)(F)F)nn(C)c1Oc1cccc(C(F)(F)F)c1 | 0.7 | -6 | 1.4 | -0.6 | 2.4 | -3 | -6 | -0.6 | 2.0 | -0.2 | -3
CC(=O)c1cc2c(cc1N(C(=O)Cn1nnc3ccccc31)C(C(=O)NCCC(C)C)c1cccnc1)OCO2 (stereo not given) | -0.5 | -3 | 2.1 | -0.6 | 0.4 | -1 | -20 | 1.3 | · | -1.0 | -14
COc1ccc2c(c1)Cc1sc(NC(=O)c3ccccc3)nc1-2 | 1.1 | 8 | 5.8 | 1.2 | -1.8 | 0 | -69 | 3.2 | 0.0 | -0.4 | -27
COc1ccc(C2=NS(=O)(=O)N(C)C(C(=O)N(C)Cc3ccccc3)=C2)cc1OC | -1.6 | 3 | 0.4 | -4.0 | -2.1 | -1 | -6 | 4.3 | 0.9 | -1.1 | 1
O=C(O)c1ccc(Cn2cc(/C=C\[N+](=O)[O-])c3ccccc32)o1 | -0.2 | 2 | 2.8 | 3.6 | -0.9 | -2 | -4 | 2.0 | 0.4 | -0.5 | 1
CCc1cc(CNC(=O)c2ccc(OC)c(OC3CCN(C(C)C)CC3)c2)on1 | 1.7 | -3 | -1.2 | 1.6 | -1.5 | -1 | -1 | 0.2 | -0.3 | -1.2 | 1
Cc1ccc(S(=O)(=O)NCCCCCC(=O)Nc2nccs2)cc1 | 0.5 | -1 | -0.4 | -0.7 | 0.5 | 1 | 10 | -0.8 | 1.7 | -0.8 | -3
CN1CC(=O)N(CC(=O)NCCc2ccc(F)cc2)c2ccccc2C1=O | -0.7 | 2 | 0.3 | -1.2 | -1.1 | 1 | 1 | -0.9 | 0.0 | -1.1 | -1
COc1cccc(-c2nc3n(n2)C(c2ccc4c(c2)OCO4)C(C(N)=O)=C(C)N3)c1 (stereo not given) | 2.5 | 0 | 5.9 | 0.3 | -2.6 | 7 | 2 | -0.3 | 1.8 | -1.1 | -2
Cc1c(C(=O)NCc2ccccc2)cnn1-c1ccccc1 | 0.1 | 0 | 0.2 | -1.8 | 0.0 | 1 | -3 | 3.2 | 1.6 | -1.1 | 1
COCCOC(=O)c1[nH]c2c(c1C)C(=O)CC(c1ccc(OC)cc1)C2 (stereo not given) | 0.2 | -2 | -1.2 | -1.3 | -3.4 | -1 | -7 | 2.1 | -0.2 | -1.6 | -1
CCOC1=C2[C@@H](CN(S(=O)(=O)c3ccccc3C)[C@H]2c2ccc(Cl)cc2)[C@H]2C(=O)NC(=O)[C@H]2C1 | -0.5 | -14 | -3.7 | -2.0 | 1.3 | -3 | 13 | · | · | -1.6 | 3
Oc1ccc(Br)cc1-c1nc2cnccn2c1NC1CCCCC1 | 0.5 | -4 | 2.2 | -1.4 | -0.1 | -2 | -119 | 0.5 | -0.4 | -1.3 | -46
CC(C)Oc1ccc(S(=O)(=O)N2CCOCC2)cc1NC(=O)C1CCCC1 | -2.1 | 0 | -0.2 | -2.0 | 0.8 | 4 | -9 | 1.7 | 0.1 | -1.1 | -2
NNC(=O)c1cccnc1Oc1ccccc1 | -0.7 | 3 | -0.8 | 0.8 | -2.2 | -1 | -3 | 0.2 | 2.5 | -1.3 | -2
CSCCC(NC(=O)OC(C)(C)C)C(=O)NC(CC(C)C)C(N)=O (stereo not given) | -0.5 | 2 | -1.8 | -0.9 | -1.0 | 0 | 3 | 0.1 | 0.8 | -1.1 | -2
CCN(CC)c1ccc(N=Cc2ccccc2[N+](=O)[O-])cc1 | -2.6 | -5 | -2.5 | -0.4 | -18 | -4 | 0 | -0.1 | -2.6 | -2.0 | 1
CNc1ccccc1NC(=O)C1CCCN1C(=O)OCc1ccccc1 (stereo not given) | -0.2 | 2 | 0.5 | -0.3 | -2.2 | -5 | 2 | -0.6 | 0.5 | -1.3 | -7
CCCC12CN3CC(C)(CN(C1)C3c1ccc(OC)cc1)C2=O (stereo not given) | 0.6 | 8 | 0.3 | 2.8 | -0.1 | -1 | -7 | 1.9 | -0.2 | 0.0 | -5
CCC(C)(C#CCN1CCCCC1)OC(C)=O (stereo not given) | -0.8 | -2 | -0.7 | -0.7 | -2.6 | -2 | -7 | -0.9 | 0.1 | -1.2 | -2
Cn1c(N)c(C(=O)Nc2ccc3ccccc3c2)sc1=S | 1.8 | 0 | 15* | 3.1 | -1.7 | 10* | -6 | 6.6 | 2.6 | -1.2 | -3
CC1(C)NC(=O)N(CC(=O)OCC(=O)c2ccc(F)cc2)C1=O | -1.2 | 1 | -0.3 | -1.3 | 0.6 | 3 | -2 | -0.6 | 0.7 | -0.8 | -4
COc1ccc(-c2nn(CCC#N)cc2C(=O)Nc2cccc(C(=O)O)c2)cc1OC | 0.3 | 0 | 0.0 | -0.9 | -1.9 | -2 | 7 | 1.6 | 1.6 | -0.6 | 1
Cc1cccc(C)c1N1CCN(C(=O)Nc2ccc3c(c2)OCCO3)CC1 | -0.4 | 0 | 0.6 | 0.1 | -0.3 | -1 | 3 | -4.0 | 0.9 | -1.2 | 0

The results go on:
SMILES | DAX1 inh-1 | GC-A act | hgDAF-12 ag | hcDAF12 agonist | PG9 Ab binder | SMARCA2 activ | ADAM10 inh | FXN GAA850 act | DAX1 inh-2 | ssDAF-12 act | ADAM17 inh
COCc1ccc(C(=O)N2CCc3c([nH]c4ccccc34)C2c2ccccn2)s1 (stereo not given) | -0.1 | -2 | -0.8 | 0.6 | -0.1 | -2 | 10 | -1.5 | 0.1 | -2.0 | -3
COc1cccc(NC(=O)NNC(=O)COc2ccc3ccccc3c2)c1 | 0.8 | 2 | 0.7 | -1.6 | 0.4 | -2 | 3 | -1.3 | -0.5 | -0.9 | 1
CC(C)C(OC(=O)CN1C(=O)c2ccccc2C1=O)C(=O)NC1CCCC1 (stereo not given) | -0.1 | 3 | -1.0 | -2.1 | -0.5 | -1 | 1 | 0.6 | 1.8 | -1.1 | -6
COc1cccc(C(=O)Nc2ccc(S(=O)(=O)Nc3onc(C)c3C)cc2)c1 | 0.2 | 1 | -1.2 | 0.7 | 1.5 | 0 | -10 | 0.2 | -0.2 | -1.2 | -6
Cc1ccccc1-n1c(SCc2c(C)noc2C)nnc1-c1c[nH]c2ccccc12 | -0.6 | -8 | -4.9 | -2.6 | -1.4 | -1 | 3 | 1.8 | 0.3 | -1.8 | 0
COC1=C(Nc2ccccc2OC)C(=O)c2ccccc2C1=O | -0.9 | -3 | 1.4 | 1.0 | -4.0 | -3 | -7 | -1.2 | · | 0.5 | -3
CCOC(=O)c1sc(NC(=O)CSc2nnc(C(C)C)n2C)nc1C | -1.3 | · | -1.3 | -0.3 | 1.7 | -2 | -11 | 1.0 | -0.4 | -0.1 | -5
Cc1ccc(/C=N/N2CCN(c3ccc(Cl)cc3)CC2)o1 | -1.3 | 4 | -1.6 | -1.1 | -0.9 | -1 | 5 | -0.7 | 0.0 | -1.1 | -2
Nn1c(SCc2cc([N+](=O)[O-])cc3c2OCOC3)nnc1-c1cccnc1 | -0.4 | -1 | 1.6 | -0.6 | -2.6 | 2 | -1 | -0.5 | 1.5 | -1.1 | -1
O=C(NCCN1CCOCC1)c1cc(Sc2ccccc2Cl)nc2ccccc12 | -0.9 | 1 | -2.4 | -0.5 | 1.0 | 1 | -6 | · | · | -2.0 | -5
O=C(CSc1nnc(CNC(=O)c2cccs2)o1)Nc1ccccc1C(F)(F)F | -0.1 | 2 | -0.6 | 4.0 | -2.0 | 3 | 3 | -1.6 | 0.0 | -1.3 | 3
CC(=O)c1cccc(NC(=O)CSCc2ccc(Br)cc2)c1 | 1.8 | 1 | 0.6 | -0.9 | -0.3 | -4 | -3 | 3.6 | 3.5 | -1.7 | 0
CC(OC(=O)C1CSC2(c3ccc(F)cc3)CCC(=O)N12)C(=O)NC(N)=O (stereo not given) | -0.1 | -4 | -2.0 | -0.1 | -1.2 | 1 | -8 | 1.2 | -0.8 | -0.7 | -2
Cc1ccc(N(CC(=O)Nc2ccc3c(c2)OCCO3)S(=O)(=O)c2c(C)n[nH]c2C)cc1 | -1.5 | 3 | -0.6 | -0.7 | 0.1 | -7 | 20* | -4.6 | -0.1 | -1.1 | 6
CCc1c(C(=O)N/N=C/c2cn[nH]c2-c2ccc(F)cc2)csc1C | -0.2 | 7 | -1.3 | -3.0 | 0.2 | -4 | 4 | 0.0 | -0.8 | -1.9 | 3
CC(=O)C1=CCC(c2ccc(C)o2)N(S(=O)(=O)c2ccc(C)cc2)C1 (stereo not given) | 1.0 | -3 | -1.9 | -0.9 | 1.1 | 3 | -9 | · | · | -1.6 | 3
Cc1ccc(-c2csc(NC(=O)CCCc3cccs3)n2)cc1 | -0.4 | 3 | 5.6 | -1.0 | -2.3 | -1 | 3 | 1.6 | 1.7 | 0.2 | -1

Sorted by molar mass (low to high): 7 of the compounds above
SMILES | DAX1 inh-1 | GC-A act | hgDAF-12 ag | hcDAF12 agonist | PG9 Ab binder | SMARCA2 activ | ADAM10 inh | FXN GAA850 act | DAX1 inh-2 | ssDAF-12 act | ADAM17 inh
Cc1ccc(-c2csc(NC(=O)CCCc3cccs3)n2)cc1 | -0.4 | 3 | 5.6 | -1.0 | -2.3 | -1 | 3 | 1.6 | 1.7 | 0.2 | -1
COc1cccc(NC(=O)NNC(=O)COc2ccc3ccccc3c2)c1 | 0.8 | 2 | 0.7 | -1.6 | 0.4 | -2 | 3 | -1.3 | -0.5 | -0.9 | 1
CC(=O)c1cccc(NC(=O)CSCc2ccc(Br)cc2)c1 | 1.8 | 1 | 0.6 | -0.9 | -0.3 | -4 | -3 | 3.6 | 3.5 | -1.7 | 0
CCOC(=O)c1sc(NC(=O)CSc2nnc(C(C)C)n2C)nc1C | -1.3 | · | -1.3 | -0.3 | 1.7 | -2 | -11 | 1.0 | -0.4 | -0.1 | -5
Nn1c(SCc2cc([N+](=O)[O-])cc3c2OCOC3)nnc1-c1cccnc1 | -0.4 | -1 | 1.6 | -0.6 | -2.6 | 2 | -1 | -0.5 | 1.5 | -1.1 | -1
COc1cccc(C(=O)Nc2ccc(S(=O)(=O)Nc3onc(C)c3C)cc2)c1 | 0.2 | 1 | -1.2 | 0.7 | 1.5 | 0 | -10 | 0.2 | -0.2 | -1.2 | -6
Cc1ccccc1-n1c(SCc2c(C)noc2C)nnc1-c1c[nH]c2ccccc12 | -0.6 | -8 | -4.9 | -2.6 | -1.4 | -1 | 3 | 1.8 | 0.3 | -1.8 | 0
